Screening data deposited in PubChem BioAssay by Broad Institute.
SIRT5 inh = SIRT5 desuccinylase inhibitors, primary screen, biochemical, fluorescence imaging, single point, set 5; NAD-dependent protein deacylase sirtuin-5, mitochondrial (Homo sapiens), Q9NXA8; Purified SirT5, succinyl-peptide AMC, trypsin-coupled fluorescence; inhibition, % at 15 µM; 330,000 compounds, 1.1% hits; AID 652115, 2013; in the data active means inhibition above about 15%; inconclusive means no clear call, values can overlap the other calls
PglD inh = C. jejuni PglD acetyltransferase inhibitors, primary screen, biochemical, DTNB colorimetric, single point; purified PglD enzyme, DTNB colorimetric CoA detection; AID 602405, 2012; inhibition, % at 12.5 µM; 360,000 compounds, 0.098% hits; in the data active means inhibition above about 16%, passing the limit was not always enough; inconclusive means no clear call, values can overlap the other calls; further: strong numbers were not always called active
DENV2 CPE rescue = inhibitors of DENV2 cytopathic effect, primary screen, cell-based, plate reader, single concentration; DENV2-infected cells, cytopathic effect rescue; CPE inhibition, % at 9.99 µM; 350,000 compounds, 1.7% hits; AID 651640, 2012; in the data active means CPE inhibition above about 20%, passing the limit was not always enough; inconclusive means no clear call, values can overlap the other calls; tested in BHK-21 cells;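 further: 0% = median of neutral control wells and 100% = median of positive control wells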
S100A4 MyoIIA = inhibitors of S100A4-myosin IIA peptide binding, primary screen, biochemical, fluorescence polarization, TAMRA-MyoIIA peptide. Protein S100-A4 (Homo sapiens), P26447. inhibition, % at 10.7 µM. 360,000 compounds, 0.14% hits. AID 652163, 2013;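 active means mean inhibition of at least 70% across replicates, with every replicate also reaching that level; inconclusive means mean inhibition reaches 70% but some replicates fall short; inactive means mean inhibition below 70%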
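Material: S100A4 monomer protein | Medium: HEPES pH 7.2 with CaCl2, KCl, NaCl, DTT, Triton | Reagent: Labelled myosin peptide probe, 5 nM | Doses: One dose per compound | Times: 5 min incubation before reading | Benchmarks: Neutral control DMSO, positive control TFP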
E-sel inducer = E-selectin induction in HUVECs, primary screen, imaging, HUVEC, immunofluorescence imaging, single point; normalized: neutral wells 0, TNF-alpha wells 100; activation, % at 7.58 µM; 260,000 compounds, 0.37% hits; AID 686992, 2013;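 active means mean E-selectin-positive cell signal at least 10% of the positive control, reached in at least 60% of replicates, without over 20% cell loss; inconclusive means no rule given, readout overlaps actives, possibly toxicity-flagged; inactive means the rest, including those meeting only one limit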;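 further: in these data hits start at about 27%; measured in HUVEC primary endothelial cells; signal is the percent of cells scored E-selectin positive by PE staining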
Target sequence (P16581 whole entry, looked up): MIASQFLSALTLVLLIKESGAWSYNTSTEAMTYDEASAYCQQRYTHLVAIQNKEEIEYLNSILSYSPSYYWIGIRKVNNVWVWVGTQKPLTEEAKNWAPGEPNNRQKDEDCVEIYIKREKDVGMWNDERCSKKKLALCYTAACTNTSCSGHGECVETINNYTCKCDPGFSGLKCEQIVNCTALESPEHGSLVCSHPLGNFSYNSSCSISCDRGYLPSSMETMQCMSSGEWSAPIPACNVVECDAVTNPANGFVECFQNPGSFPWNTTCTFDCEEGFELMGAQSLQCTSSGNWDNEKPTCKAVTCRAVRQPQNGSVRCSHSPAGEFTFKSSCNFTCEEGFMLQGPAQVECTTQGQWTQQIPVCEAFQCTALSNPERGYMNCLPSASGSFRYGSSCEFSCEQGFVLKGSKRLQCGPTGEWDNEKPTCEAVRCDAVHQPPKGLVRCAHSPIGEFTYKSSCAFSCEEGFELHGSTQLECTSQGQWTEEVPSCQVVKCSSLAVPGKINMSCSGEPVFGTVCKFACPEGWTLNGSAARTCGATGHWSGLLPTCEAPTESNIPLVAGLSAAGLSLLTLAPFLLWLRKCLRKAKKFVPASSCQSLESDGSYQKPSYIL
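Read-out basis: % PE-positive cells; Test system: HUVEC primary endothelial cells; Technique: immunofluorescence imaging; Dosing: single-point compound dose.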
C2C12 statin = suppressors of statin myotoxicity in C2C12 myotubes, primary screen, cell-based, single point, plate reader. C2C12 myotubes + simvastatin, ATP luminescence, 48 h; scaled: DMSO 0, geranylgeraniol control 100. rescue of ATP level, % at 7.49 µM. 330,000 compounds, 0.78% hits;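 active means mean ATP rescue above about 67%, or every replicate alone reaching that limit, limit read from the data, passing the limit was not always enough; inconclusive means no clear call, values can overlap the other calls; inactive means mean under the limit and some replicate under it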;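 further: myotubes were challenged with 10 µM simvastatin during compound exposure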
ERp5 inh = inhibitors of ERp5-driven insulin aggregation, primary screen, biochemical, turbidity, absorbance 650 nm, single point. Protein disulfide-isomerase A6 (Homo sapiens), Q15084. 350,000 compounds, 0.05% hits. inhibition, % at 9.99 µM. 90 min;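 active means mean replicate inhibition above about 25%, with every replicate also reaching it, limit read from the data, passing the limit was not always enough; inconclusive means only one of those two criteria met; inactive means neither criterion met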
Target sequence (Q15084 whole entry, looked up): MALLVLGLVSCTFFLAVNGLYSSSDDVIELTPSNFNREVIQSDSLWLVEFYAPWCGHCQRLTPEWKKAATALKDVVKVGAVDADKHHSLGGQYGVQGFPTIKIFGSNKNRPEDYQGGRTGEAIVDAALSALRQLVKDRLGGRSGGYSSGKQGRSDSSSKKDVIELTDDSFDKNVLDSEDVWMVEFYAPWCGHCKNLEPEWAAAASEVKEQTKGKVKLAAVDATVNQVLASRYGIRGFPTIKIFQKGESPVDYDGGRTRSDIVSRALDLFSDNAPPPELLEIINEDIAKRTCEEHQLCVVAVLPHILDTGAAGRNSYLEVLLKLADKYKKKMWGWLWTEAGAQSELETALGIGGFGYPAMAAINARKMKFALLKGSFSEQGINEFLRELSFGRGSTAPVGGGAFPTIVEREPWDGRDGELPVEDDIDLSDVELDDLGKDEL
The depositor's hits bear a star; ? = inconclusive; nt = not tested or not shown. The list is partial, so the mix of outcomes need not match the whole.

SMILES	SIRT5 inh	PglD inh	DENV2 CPE rescue	S100A4 MyoIIA	E-sel inducer	C2C12 statin	ERp5 inh
CCC(=O)OC1(C)C(=O)C=C2C=C(CCCC(=O)OC)OC=C2C1=O (centres undefined)	nt	1	-5	-7	0.1	7	5
C[C@H]1CN([C@@H](C)CO)C(=O)Cc2cc(NC(=O)C3CCCCC3)ccc2O[C@@H]1CN(C)C(=O)Nc1ccc(C(F)(F)F)cc1	-5	4	-2	6	-0.8	-15	4
CC(C)n1ncc2c(C(=O)N3CCN(Cc4ccc(Cl)s4)CC3)cc(C3CC3)nc21	0	3	4	-1	0.3	0	2
COCCNC(=O)C1(C)CCN(Cc2ccc3ccccc3c2Br)C1 (centres undefined)	-6	-4	-14	1	5.6	-1	-1
CCOc1ccc(CCNC(=O)c2ccc3c(=O)n4c(nc3c2)CCCCC4)cc1	-6	-4	?	-1	nt	-1	-4
O=C1c2ccccc2C(O)(Cc2ccccc2)N1CCCN1CCOCC1 (centres undefined)	-3	-3	-1	-5	nt	-23	4
C=CCCC(=O)N1C[C@H]2CON(C)[C@H]2C[C@H]1c1cccc(Br)c1	-1	7	12	4	-0.6	13	-4
O=C(CSc1nc2ccc([N+](=O)[O-])cc2[nH]1)NCCc1ccccc1	-1	nt	-6	-2	nt	17	-4
C[C@@H]1CN([C@H](C)CO)C(=O)Cc2cc(NS(C)(=O)=O)ccc2O[C@@H]1CN(C)Cc1ccc2c(c1)OCO2	nt	1	nt	nt	0.0	47	nt
COc1cccc(CNC(=O)[C@H]2CCCN2C(=O)[C@H]2CCCN2C(=O)c2c(F)cccc2F)c1	nt	nt	3	-6	-0.1	nt	1
COc1ccc(C)cc1-n1nnnc1SCC(=O)NC(=O)NCc1ccco1	0	2	7	2	nt	7	1
CC(C)NC(=O)N(C)C[C@H]1Oc2ccc(NC(=O)Nc3cccc4ccccc34)cc2CC(=O)N([C@@H](C)CO)C[C@@H]1C	1	5	-8	-5	-0.5	11	-4
CCOc1ccc(N(CC(=O)NCc2ccc(OC)cc2)C(=O)CCC(=O)Nc2nccs2)cc1	-1	-5	-5	-2	0.1	17	2
COc1ccccc1-c1cn(CC[C@@H]2CC[C@H](NC(=O)C3CCCCC3)[C@H](CO)O2)nn1	0	3	4	16	0.4	-2	1
COc1ccc(CC(N)c2csc(NC(=O)Nc3ccccc3C(C)C)n2)cc1 (centres undefined)	-1	-6	?	-4	-0.1	-10	-6
CCN(c1ccccc1)S(=O)(=O)c1ccc(C(=O)N2CC(C)CC(C)C2)cc1 (centres undefined)	-2	4	-3	-4	nt	-6	3
O=C(CCN1CCCC1)c1cccs1	-4	-4	-5	0	0.0	1	-1
COCC(=O)O[C@]1(CCN(C)CCCc2nc3ccccc3[nH]2)CCc2cc(F)ccc2[C@@H]1C(C)C	-6	6	-11	-17	-0.5	-32	-3
COc1cccc(C#Cc2ccc([C@H]3[C@H]4CN(C(=O)c5ccccc5)CC(=O)N4[C@H]3CO)cc2)c1	12	nt	0	12	-0.4	nt	9
CC(C)(C)OC(=O)N1CCC(c2c(C(=O)N3CCN(C4CCCCC4)CC3)cnn2-c2ccccc2)CC1	-12	-3	3	-10	0.0	21	0
COCC(=O)N1[C@H](C#N)[C@H](c2ccc(C#CCC3CCCC3)cc2)[C@H]1CO	-6	2	-1	1	0.1	-10	-5
CCCc1cc(=O)[nH]c(SCC(=O)N(C)C2CCCCC2)n1	-4	0	-1	-2	0.2	8	0
O=C(/C=C/c1cccc([N+](=O)[O-])c1)Nc1ccccn1	-2	-3	-2	1	-1.1	nt	5
C[C@@H]1CN([C@H](C)CO)C(=O)Cc2cc(NS(=O)(=O)c3ccccc3)ccc2O[C@@H]1CN(C)C(=O)Nc1ccc(F)cc1	-1	5	3	-29	-0.1	8	5
C[C@H](CO)N1C[C@H](C)[C@H](CN(C)C(=O)CN(C)C)Oc2cc(C3=CCCC3)ccc2S1(=O)=O	2	3	10	-13	0.1	11	-5
C[C@@H](NC(=O)[C@H]1[C@H](CO)[C@H]2Cn3c(ccc(-c4cccnc4)c3=O)[C@@H]1N2C)c1ccccc1	-7	3	1	-34	0.6	1	-1
Cc1cc(C)c(C(=O)/C=C/c2ccco2)c(=O)[nH]1	0	1	5	-10	nt	nt	-1
Cc1ccc2c(c1)N(CCCC(=O)NCCCN1CCCCC1)C(=O)CO2	-7	-6	-3	-7	0.0	-8	3
C[C@@H]1CN([C@H](C)CO)C(=O)c2cc(-c3cncnc3)cnc2O[C@@H]1CN(C)C(=O)Cc1ccccn1	-2	1	1	3	-0.5	-3	1
CC[C@]12c3[nH]c4cc(-c5ccco5)ccc4c3CCN1C(=O)[C@@H](CC(=O)NCc1ccc(OC)c(OC)c1)C[C@@H]2C(=O)N1CCN(C(=O)C2CC2)CC1	-3	-2	-5	1	-0.4	0	1
Cc1cccc(N(C(=O)CNC(=O)c2ccco2)C(C(=O)NC2CCCC2)c2ccncc2)c1C (centres undefined)	1	-3	-2	21	nt	-8	0
C[C@H]1CN([C@@H](C)CO)C(=O)c2cc(NC(=O)Cc3cn(C)c4ccccc34)ccc2O[C@H]1CN(C)Cc1ccc(C(F)(F)F)cc1	-2	0	-1	11	nt	46	2
Cc1ccc(C(=O)N/C(=C\c2cn(S(=O)(=O)N(C)C)c3ccccc23)C(=O)NCCN2CCOCC2)cc1	-1	2	-4	-5	-0.9	9	5
C[C@H]1CN([C@@H](C)CO)C(=O)c2cc(NC(=O)CCCCCC(=O)Nc3ccccc3N)ccc2O[C@@H]1CN(C)C(=O)Nc1ccc(C(F)(F)F)cc1	8	nt	2	-5	-0.1	nt	5
COc1ccc(/C=N/N=C2/NC(=O)CC(C(=O)O)S2)cc1 (centres undefined)	6	0	-11	-1	nt	-2	-2
Cc1ccc(S(=O)(=O)N(C)C[C@H]2OCCCC[C@@H](C)Oc3ccc(NC(=O)C4CCCCC4)cc3C(=O)N([C@H](C)CO)C[C@@H]2C)cc1	nt	1	-2	nt	2.0	-20	nt
C[C@H]1CN([C@@H](C)CO)C(=O)Cc2cc(NS(=O)(=O)c3ccccc3)ccc2O[C@@H]1CN(C)Cc1ccccc1	2	1	-14	10	-0.4	44	2
CC(=O)Nc1ccc(NC(=O)CSc2nnc(CNc3ccc(F)cc3)n2CC2CCCO2)cc1 (centres undefined)	-5	nt	-1	0	6.4	nt	3
CCn1c2ccccc2c2cc(NC(=O)c3cc(C)on3)ccc21	-2	1	1	-13	15	-15	1
CCN1CCSc2ccc(C(=O)Nc3ccc(NC(C)=O)cc3)cc21	2	3	1	-3	nt	0	-2

Record cards, from the list above. Screens in order: SIRT5 inh | PglD inh | DENV2 CPE rescue | S100A4 MyoIIA | E-sel inducer | C2C12 statin | ERp5 inh
C[C@H]1CN([C@@H](C)CO)C(=O)c2cc(NC(=O)Cc3cn(C)c4ccccc34)ccc2O[C@H]1CN(C)Cc1ccc(C(F)(F)F)cc1 as listed: -2 | 0 | -1 | 11 | nt | 46 | 2
CC[C@]12c3[nH]c4cc(-c5ccco5)ccc4c3CCN1C(=O)[C@@H](CC(=O)NCc1ccc(OC)c(OC)c1)C[C@@H]2C(=O)N1CCN(C(=O)C2CC2)CC1 as listed: -3 | -2 | -5 | 1 | -0.4 | 0 | 1

Following part
SMILES	SIRT5 inh	PglD inh	DENV2 CPE rescue	S100A4 MyoIIA	E-sel inducer	C2C12 statin	ERp5 inh
CC(=O)Nc1nnc(SCC(=O)NC(C)(C)C)s1	3	nt	7	-18	nt	2	2
Cc1cnc([N+](=O)[O-])n1CCOC(=O)NC(=O)c1cccc(F)c1	0	nt	1	3	-0.8	nt	0
CC(=O)N1N=C(c2ccco2)CC1c1cc2cc(C)ccc2nc1Cl (centres undefined)	2	3	-1	-1	-0.8	nt	-7
CCc1nc2ccc(C(=O)NCCCn3ccnc3)cn2c1N(C)CCCc1ccccc1	nt	9	-8	0	-0.1	-40	0
Cn1cnc(S(=O)(=O)N[C@H]2C=C[C@@H](CC(=O)NCC3CCCCC3)O[C@@H]2CO)c1	0	3	6	10	0.0	-22	-8
O=C(NCC[C@H]1CC[C@@H](NC(=O)c2cccnc2)[C@@H](CO)O1)Nc1ccc(Cl)cc1	-2	2	3	6	-0.1	-4	3
CCn1cc(/C=C(\NC(=O)c2cc(OC)c(OC)c(OC)c2)C(=O)NCCCN2CCOCC2)c2ccccc21	-2	nt	-1	-1	0.1	1	-10
C[C@H]1COC(=O)[C@H](CC(=O)OC(C)(C)C)C/C=C\C[C@@H](CC(=O)NCCO)C(=O)N1	-2	-1	-8	-6	-0.2	4	4
CC(=O)n1cc(N(C(=O)CCl)c2ccc(C)cc2)c2ccccc21	1	-1	-17	-2	7.0	nt	4
COc1ccccc1/C=C/CN1CCC(Oc2cc(C(=O)NC3CC3)ccc2OC)CC1	-7	2	-1	-1	nt	1	4
COCC#Cc1cnc2c(c1)C(=O)N([C@H](C)CO)C[C@@H](C)[C@@H](CN(C)C(=O)c1ccc(F)cc1)O2	0	2	8	7	-0.1	5	-3
CSCCC1NC2(C(=O)Nc3ccc(Cl)cc32)[C@@H]2C(=O)N(C3CCCC3)C(=O)[C@H]12 (some centres undefined)	nt	-4	nt	-7	-0.3	nt	nt
O=C(O)c1ccc(/C=N/NC(=S)NC2CCCCC2)cc1	0	-2	-1	-1	nt	-1	2
Cc1ccc(N2CCN(S(=O)(=O)c3ccc(C)cc3)CC2)cc1	1	0	-7	-5	nt	-5	0
O=C(NCc1ccccc1CN1CCOCC1)c1ccc(-n2cccn2)cc1	0	-2	?	-6	nt	3	0
CCN(C(=O)c1ccc(S(=O)(=O)N2CCC(C)CC2)cc1)C1CCS(=O)(=O)C1 (centres undefined)	2	nt	5	0	nt	-3	-1
O=C(O)c1cccc(-n2cccc2/C=C2\NC(=O)N(Cc3ccc(F)cc3)C2=O)c1	16*	nt	nt	-1	nt	nt	-7
CC(=O)NC1=C(N(C)C2CCS(=O)(=O)C2)C(=O)c2ccccc2C1=O (centres undefined)	0	9	-5	3	nt	-10	6
CN(CCc1ccccc1)C(=O)c1ccc(NC(=O)Cc2ccc(NC(=O)C3CCN(S(=O)(=O)c4cccc([N+](=O)[O-])c4)CC3)cc2)cc1	3	-8	-1	1	nt	-13	3
COc1cccc(-c2ccc3c(c2)O[C@H](CN(C)C(=O)C2CCC2)[C@H](C)CN([C@H](C)CO)S3(=O)=O)c1	-1	1	-9	0	-0.1	16	6
C[C@H]1CN([C@@H](C)CO)C(=O)Cc2cc(NC(=O)c3ccncc3)ccc2O[C@@H]1CN(C)S(=O)(=O)c1cn(C)cn1	-3	-2	17	-2	?	0	10
COc1ccc(-c2ccc([C@@H]3[C@H](CO)N4CCCCN(C(=O)c5ccc6c(c5)OCO6)C[C@@H]34)cc2)cc1	2	6	-19	-3	0.3	-10	1
COc1ccc(C2=Nn3c(nnc3-c3cc(C)[nH]n3)SC2)cc1	4	nt	1	11	nt	nt	3
COC(=O)c1cc2c(c3c4cc(OC)ccc4n(S(=O)(=O)c4ccc(OC)cc4)c13)C(=O)N(Cc1ccccc1OC)C2	nt	nt	3	32	0.0	nt	-5
C[C@@H]1CN([C@H](C)CO)S(=O)(=O)c2ccc(C#Cc3ccc(F)cc3)cc2O[C@H]1CN(C)C(=O)CN(C)C	0	4	1	2	-0.3	-34	3
O=S(=O)(Nc1ccccc1Br)c1cccs1	0	-4	2	6	-0.1	5	-2
COc1ccc(NS(=O)(=O)c2cc(NC(=O)C3CCCCC3)ccc2N2CCOCC2)cc1	-4	nt	-7	9	4.7	nt	0
